High-throughput results (PubChem BioAssay)
KCNK3 block = human KCNK3 channel inhibition, primary screen; O14649; CHO-KCNK3 thallium flux, FluxOR fluorescence; hits give low values; B-score at 10 µM; actives 0.84% (n = 340,000);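 active = B-score under library mean minus 4 SD, starting fluorescence ratio at most library mean plus 5 SD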;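 note: more negative B-score means stronger inhibition of thallium flux through KCNK3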
hERG rescue = shields human hERG channel from block by proarrhythmic agents | CHO-hERG, FluxOR thallium flux, dofetilide IC70 present | Q12809 | activation (rescue from dofetilide block), less the hit threshold, % at 10 µM | actives 0.51% (n = 310,000);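 active = activation above the mean of controls blocked by dofetilide plus 5 SD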;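 note: thallium influx through hERG after potassium depolarization seen as dye fluorescence rise; in these data hits start at about 4.7%; inactives centre near -7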
RGS4 act = potentiators or activators of RGS4; AID 463111; B-score at 10 µM; HEK293 M3R/inducible RGS4, carbachol calcium flux Fluo4; hits give low values; actives 0.92% (n = 310,000);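 active = B-score of the integrated calcium signal more than 4 SD below the library mean, with starting fluorescence not abnormally high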;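 note: negative B-score means reduced calcium response which marks RGS4 activation or potentiation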
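test system = HEK293 cells with stable M3R and inducible RGS4 | schedule = recording 10 s baseline at 1 Hz, 100 s post-agonist | technique = Fluo4-AM (2 µM) calcium-flux fluorescence, kinetic read | measure = Agonist-evoked peak-minus-minimum fluorescence over baseline, integrated ratio, B score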
ANO1 activ = activates or potentiates the mouse TMEM16A chloride channel; Q8BHY3; HEK293 TMEM16A/YFP-H148Q/I152L, iodide quench fluorescence; hits give low values; B-score at 10 µM; actives 0.3% (n = 340,000);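 active = fluorescence-ratio B-score plate-corrected deviation score at least 3 library SD below zero, with starting fluorescence score within 5 deviations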;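 note: channel opened by trigger with iodide after compound preincubation; score built on the fluorescence ratio of max minus min over baseline; more negative score means more quench and so TMEM16A activation or potentiation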
RGS4 block = inhibitors of human RGS4 | HEK293 M3R/RGS4 inducible, Fluo-4 calcium flux; hits give high values; triggered by carbachol at its EC20 | B-score at 10 µM | actives 0.45% (n = 310,000) | AID 463165;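 active = B-score, a plate-corrected calcium signal, over three deviations above library mean, with baseline fluorescence within five deviations of library mean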;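 note: RGS4 expression induced by doxycycline in cells with stable M3 receptor; B-score is computed from the integrated fluorescence ratio over baseline after carbachol; higher B-score means a larger calcium signal and so more RGS4 inhibition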
KCNQ1 pot = human KCNQ1 channel potentiation or activation; P51787; CHO-K1 KCNQ1, thallium flux FluxOR fluorescence; hits give high values; B-score at 10 µM; actives 0.35% (n = 310,000); AID 2648;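 active = fluorescence ratio B-score, a plate-corrected score, at least three library SD, with initial intensity B-score within 5 SD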
Target sequence (P51787 whole entry, looked up): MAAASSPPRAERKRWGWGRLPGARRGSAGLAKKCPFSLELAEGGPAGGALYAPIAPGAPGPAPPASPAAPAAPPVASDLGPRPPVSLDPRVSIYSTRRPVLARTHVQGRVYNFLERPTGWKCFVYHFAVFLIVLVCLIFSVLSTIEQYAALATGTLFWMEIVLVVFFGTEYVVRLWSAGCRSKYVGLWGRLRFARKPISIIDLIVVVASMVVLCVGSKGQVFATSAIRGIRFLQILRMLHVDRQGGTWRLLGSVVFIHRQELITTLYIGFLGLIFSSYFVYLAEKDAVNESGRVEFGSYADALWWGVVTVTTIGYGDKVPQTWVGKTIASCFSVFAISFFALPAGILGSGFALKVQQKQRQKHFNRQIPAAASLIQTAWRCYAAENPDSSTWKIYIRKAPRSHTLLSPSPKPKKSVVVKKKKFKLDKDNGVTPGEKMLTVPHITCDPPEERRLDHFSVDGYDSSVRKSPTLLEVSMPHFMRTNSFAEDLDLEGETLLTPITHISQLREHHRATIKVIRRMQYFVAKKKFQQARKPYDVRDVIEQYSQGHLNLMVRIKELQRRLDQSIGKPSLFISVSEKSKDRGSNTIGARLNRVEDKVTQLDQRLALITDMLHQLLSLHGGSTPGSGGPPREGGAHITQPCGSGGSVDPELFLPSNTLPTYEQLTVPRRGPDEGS
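Assay system: CHO-K1 cells stably expressing KCNQ1; Medium: assay buffer with matched DMSO; Also added: K+/Tl+ depolarizing stimulus; Dosing: single dose; Timing: dye 90 min, compound 20 min, room temperature; Measured by: kinetic FluxOR thallium fluorescence, 10-s 1-Hz baseline, 110-s post-stimulus read; Read-out: peak-minus-minimum fluorescence over initial fluorescence, negative-control normalized, B-scored.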
HDAC3 inhib = human HDAC3 inhibition | recombinant HDAC3, fluorogenic peptide/trypsin coupled, fluorescence | inhibition, % at 8.3 µM | actives 0.15% (n = 320,000); in the data active = inhibition above about 26%, passing the limit was not always enough; inconclusive = no clear call, values can overlap the other calls
Target sequence (O15379 whole entry, looked up): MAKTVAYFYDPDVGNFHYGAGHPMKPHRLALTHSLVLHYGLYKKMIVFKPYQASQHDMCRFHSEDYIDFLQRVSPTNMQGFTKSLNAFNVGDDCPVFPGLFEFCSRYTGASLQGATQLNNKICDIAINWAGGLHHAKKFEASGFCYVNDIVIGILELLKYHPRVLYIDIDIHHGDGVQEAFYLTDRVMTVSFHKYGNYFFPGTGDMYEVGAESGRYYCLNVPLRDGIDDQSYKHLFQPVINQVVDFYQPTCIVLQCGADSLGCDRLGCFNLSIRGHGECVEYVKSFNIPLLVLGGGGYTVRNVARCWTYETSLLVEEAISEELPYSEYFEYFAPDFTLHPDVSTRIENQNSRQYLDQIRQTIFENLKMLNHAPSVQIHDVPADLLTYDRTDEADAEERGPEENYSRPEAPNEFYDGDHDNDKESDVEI
SKKanGAS inh = blocks kanamycin growth of S. pyogenes SKKanGAS strain; BacTiter-Glo, 6 h; inhibition, % at 7.5 µM; actives 1.3% (n = 300,000); AID 1662;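 active = mean replicate score, as percent of positive control median, at least 50; inconclusive = mean below 50 but one replicate at or above 50; inactive = mean and every replicate below 50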;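 note: strain carries kanamycin resistance gene driven by streptokinase promoter and grows in 40 µg/ml kanamycin; loss of luminescence reflects streptokinase promoter inhibition or plain growth inhibition; 0% = median of DMSO wells and 100% = positive control at its reference dose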
KCNK9 inh = inhibitors of human KCNK9 two-pore domain potassium channel; HEK293 KCNK9, FluxOR thallium flux fluorescence; hits give low values; actives 1.2% (n = 310,000); B-score at 10 µM;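 active = ratio B-score over 3 SD below the library mean, with starting fluorescence within 5 SD of its mean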;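 note: negative B-score means less thallium flux so channel inhibition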
ANO1 block = inhibitors of mouse TMEM16A calcium-activated chloride channel. Q8BHY3. HEK293 TMEM16A/YFP iodide influx fluorescence, ionomycin. normalized B-score (activity score, 25-100; higher = stronger inhibition) at 10 µM. actives 1.2% (n = 310,000). AID 588511;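 active = ratio plate-corrected score three or more library SD toward inhibition, starting fluorescence score within five deviations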;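 note: score derived from kinetic fluorescence span divided by baseline fluorescence per well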
KCNQ1 inh = inhibitors of human KCNQ1 potassium channel. B-score at 10 µM. P51787. CHO-K1 KCNQ1, FluxOR thallium flux fluorescence; hits give high values. actives 1.3% (n = 310,000);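 active = compounds whose thallium flux B-score, printed positive for inhibition, exceeds three library SD while starting fluorescence stays within three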;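 note: channel opened by potassium depolarization with thallium stimulus after 20 min compound exposure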
* = called active by the depositor; i = inactive; ? = inconclusive; · = not tested or not shown. This is a random part of the collection (roughly 6.3% active in at least one column).

SMILES	KCNK3 block	hERG rescue	RGS4 act	ANO1 activ	RGS4 block	KCNQ1 pot	HDAC3 inhib	SKKanGAS inh	KCNK9 inh	ANO1 block	KCNQ1 inh
O=C(CCC(NC(=O)OCc1ccccc1)C(=O)O)OCc1ccccc1 (stereo not drawn)	i	-0.2	i	i	i	i	0.9	-4.5	i	i	i
Cc1ccccc1S(=O)(=O)NC1OC(=O)C(Cl)=C1Cl (stereo not drawn)	i	-3.4	i	i	i	i	-4.4	4.3	i	i	i
Cc1nc([N+](=O)[O-])c(NCCO)n1Cc1ccccc1	i	-8.1	i	i	i	i	7.1	3.2	i	i	i
Cc1ccccc1C(=O)N/N=C/c1ccncc1	i	-15.9	i	i	i	i	2.5	-2.5	i	i	i
COc1ccc(NC(=O)c2ccc(COc3ccccc3OC)o2)cc1OC	i	-6.9	i	i	i	i	5.5	-4.3	i	i	i
COc1cc(NC(=S)N2CCCC(C)C2)c(OC)cc1Cl (stereo not drawn)	i	-10.0	i	i	i	i	-0.3	-0.6	i	i	i
CC(C)CSc1nnc(N)s1	i	-5.5	i	i	i	i	7.1	3.4	i	i	i
CC(=O)Nc1c(NCC(C)C)c2ccccc2oc1=O	i	-13.7	i	i	i	i	4.6	9.5	i	i	i
COc1ccc(N(CC(=O)NCc2ccco2)S(C)(=O)=O)c(OC)c1	i	-10.5	i	i	i	i	9.1	1.8	i	i	i
COc1cccc(NC(=O)c2oc3ccccc3c2NC(C)=O)c1	i	-6.9	i	i	i	i	1.8	2.8	i	i	i
COc1cc(OC)cc(C(=O)NC(=S)Nc2ccc3oc(=O)ccc3c2)c1	i	-10.4	i	i	i	i	-2.9	3.5	i	i	i
CCOC(=O)C1CCN(CC(C)(C)NS(=O)(=O)c2ccccc2)CC1	i	-7.3	i	i	i	i	3.9	-3.7	i	i	i
O=C(NCCCCCNC(=O)c1ccccn1)c1ccccn1	i	-9.7	i	i	i	i	-9.7	-3.3	i	i	i
COC(=O)CSc1ccc2nnc(-c3ccc(OC)c(OC)c3)n2n1	i	-10.2	i	i	i	i	2.0	5.3	i	i	i
COc1ccc2oc(=N)c(C(=O)Nc3cccc(C)c3C)cc2c1	i	-10.1	i	i	i	i	2.5	-2.8	i	i	i
CN(CC(=O)Nc1ccc(Cl)cc1)CC(=O)Nc1ccc(F)c(F)c1F	i	-8.7	i	i	i	i	8.7	-1.8	i	i	i
Cc1cccc(N2CCN(C(=O)C3CCCCC3)CC2)c1C	i	-10.8	i	i	i	i	0.7	-7.1	i	i	i
OC(COCc1ccco1)CN1CCN(c2ccccc2)CC1 (stereo not drawn)	i	-6.7	i	i	i	i	-2.8	-3.3	i	i	i
CCn1c(Cc2ccccc2)nnc1SCC(=O)Nc1ccccc1F	i	-5.2	i	i	i	i	-1.7	-3.6	i	i	i
S=c1[nH]nc(C2CC2c2ccc(Cl)cc2)n1-c1ccc(Cl)cc1 (stereo not drawn)	i	-7.8	i	i	i	i	-7.5	-0.5	i	i	i
Cc1nn(CC(=O)Nc2nc3ccccc3s2)c(C)c1[N+](=O)[O-]	-10.5*	-8.1	i	i	i	i	4.3	3.6	-10.4*	i	i
COC(C[C@@H](O)[C@H](C)[C@@H](O)COCc1ccccc1)OC	i	-6.9	i	i	i	i	·	2.3	i	·	i
c1ccc(SCc2nc3ccccc3s2)nc1	i	-5.8	i	i	i	i	-4.1	9.2	i	i	i
O=C(NCc1ccccc1C(F)(F)F)C1CC(c2ccccc2[N+](=O)[O-])=NO1 (stereo not drawn)	i	-7.6	i	i	i	i	12.2	3.3	i	i	i
CCOc1cccc(C(=O)NC2=NCCS2)c1	i	-8.1	i	i	i	i	0.1	-7.0	i	i	i

(further entries)
SMILES	KCNK3 block	hERG rescue	RGS4 act	ANO1 activ	RGS4 block	KCNQ1 pot	HDAC3 inhib	SKKanGAS inh	KCNK9 inh	ANO1 block	KCNQ1 inh
Nc1ncnc2nc(SCCc3ccccc3)[nH]c12	i	-8.1	i	i	i	i	-2.9	1.5	i	i	i
CCC(=O)Nc1ccc(C(=O)NNC(=O)c2ccc(Cl)cc2)cc1	i	-1.4	i	i	i	i	·	-1.8	i	·	i
Cc1cccnc1Nc1nc(-c2ccccn2)cs1	i	-6.9	i	i	i	i	-6.3	106.0*	i	i	i
COc1ccccc1CN1CC(C(=O)N(C)Cc2ccc(C)o2)CCC1=O (stereo not drawn)	i	-8.6	i	i	i	i	2.9	-1.9	i	i	i
Cc1ccc(S(=O)(=O)NC(CC(C)C)C(=O)Nc2nccs2)cc1 (stereo not drawn)	i	-12.9	i	i	i	i	2.0	-2.6	i	i	i
CSc1cccc(N2CC(C(=O)N(Cc3nnc(-c4ccccc4Cl)o3)C3CC3)CC2=O)c1 (stereo not drawn)	i	-17.1	i	i	i	i	-0.5	12.1	i	i	i
COc1ccnc(Oc2ccc(F)cc2)c1C(=O)N/C=N/OCc1ccccc1	i	-9.1	i	i	i	i	11.1	-4.3	i	i	i
CCN1CCN(C(=O)CN2C(=O)c3ccccc3S2(=O)=O)CC1	i	-11.0	i	i	i	i	-5.1	-2.4	i	i	i
CCN(CC)CCCN=C1N[C@@H](c2ccccc2)C(C(=O)OC)=C(C)N1CC	i	-8.6	i	i	i	i	12.1	-0.3	i	i	i
O=S(=O)(c1ccc2oc3ccccc3c2c1)N1CCOCC1	i	-19.5	i	i	i	i	-4.6	-6.6	i	i	i
COCCNC(=O)c1cc2cc(Br)cc(Br)c2oc1=O	i	-6.2	i	i	i	i	-0.2	-1.7	i	i	i
COc1cc(CC(=O)N2CCC(n3nccc3NC(=O)C3CC3)CC2)cc(OC)c1OC	i	-8.8	i	i	i	i	-2.7	10.1	i	i	i
COC(=O)c1[nH]c2cccc(OC)c2c1NC(=O)CCN1CCSCC1	i	-11.2	i	i	i	i	-9.4	-10.6	i	i	i
O=C(C/C=N\OCc1ccc([N+](=O)[O-])cc1)Nc1ccc(F)cc1F	i	-5.1	i	i	i	i	-11.5	-5.7	i	i	i
Cc1[nH]c2ccccc2c1C(=O)C(=O)NCCc1c[nH]c2ccccc12	i	-13.5	i	i	i	i	4.6	-8.3	i	i	i
O=C(CCc1ccccc1)Nc1nn[nH]n1	i	-7.5	i	i	i	i	0.7	-5.8	i	i	i
CC(C)NCC(O)c1ccc(O)c(O)c1 (stereo not drawn)	i	-5.8	i	i	i	i	-3.8	2.5	i	i	i
O=C(NCCc1ccccc1)c1nccc2ccccc12	i	-3.7	i	i	i	i	7.1	-1.5	i	i	i
COc1cc(OC)nc(Oc2cc(/C=N/O)ccc2OC)n1	i	-8.5	i	i	i	i	4.6	2.0	i	i	i
COc1ccc(Nc2ncnc3nc[nH]c23)cc1OC	i	-7.2	i	i	i	i	3.8	-0.3	i	i	i
O=C1CC(c2ccccc2)CC(=O)C1CS(=O)(=O)c1ccccc1 (stereo not drawn)	i	-4.9	i	i	i	i	2.5	-2.7	i	i	i
COc1cccc(CNc2ccc(S(N)(=O)=O)cc2)c1OC	i	2.5	i	i	i	i	-1.7	3.9	i	i	i
COc1ccc(C2NCCc3c2[nH]c2ccccc32)cc1CN1CCc2cc(OC)c(OC)cc2C1C (stereo not drawn)	i	-14.0	i	i	i	i	·	-3.2	i	·	i
CC1CCN(c2ccc(C=O)o2)CC1	i	-13.3	i	i	i	i	-1.1	-6.5	i	i	i
O=C(NCc1ccccc1)c1ccc(CNc2c(N3CCCC3)c(=O)c2=O)cc1	i	-11.4	i	i	i	i	0.2	-8.3	i	i	i

The list continues.
SMILES	KCNK3 block	hERG rescue	RGS4 act	ANO1 activ	RGS4 block	KCNQ1 pot	HDAC3 inhib	SKKanGAS inh	KCNK9 inh	ANO1 block	KCNQ1 inh
O=C(c1ccccc1)c1ccc(N2CCOCC2)c(NC(=O)c2ccco2)c1	i	-21.5	i	i	i	i	6.5	-6.2	i	i	i
COc1ccccc1Nc1nc(NCCCN(C)C)nc(N)c1[N+](=O)[O-]	i	-6.1	i	i	i	i	9.6	1.4	i	i	i
Nc1ccc2c(C(F)(F)F)cc(C(F)(F)F)nc2n1	i	-10.6	i	i	i	i	-88.2	-3.1	i	i	i
Cc1ccc(/C=N/NC(=O)COc2ccccc2-c2ccccc2)cc1	i	-0.6	i	i	i	i	4.9	1.6	i	i	i
O=S(=O)(c1ccc(-c2ccccn2)s1)N1CCC2(CC1)OCCO2	i	-8.7	i	i	i	i	·	3.1	i	i	i
CCNc1nc(SC(C)C(=O)Nc2ccccc2)nc(N2CCOCC2)n1 (stereo not drawn)	i	-1.7	i	i	i	i	-7.4	-2.4	i	i	i
N#Cc1c(NC(=O)c2ccc(-c3ccccc3[N+](=O)[O-])o2)sc2c1CCCC2	i	-13.2	i	·	i	i	?	12.5	i	i	i
CCCN(C(=O)c1cc(CC)c(C)s1)c1c(N)n(Cc2ccccc2)c(=O)[nH]c1=O	i	-10.4	i	i	i	i	3.8	0.1	i	i	i
Cc1ccc(OCCCCN2CCCCC2)c(C)c1	i	-3.4	i	i	i	i	9.8	-2.7	i	i	i
O=C(Cn1cnc([N+](=O)[O-])n1)c1ccc(O)c(O)c1	-9.22*	-2.8	i	i	i	i	-4.4	2.4	-8.03*	i	i
O=C(Nc1ccc(S(=O)(=O)N2CCOCC2)cc1)C1COc2ccccc2O1 (stereo not drawn)	i	-11.7	i	i	i	i	0.2	-27.2	i	i	i
CCc1ccc(OCC(=O)NNC(=O)CSc2nnc(-c3ccc(C)cc3)n2C)cc1	i	-4.8	i	i	i	i	-5.1	-6.4	i	i	i
C/C(=N\NC(=O)c1ccc(Cl)c(Cl)c1)c1ccccn1	i	-7.8	i	i	i	i	3.1	91.9*	i	i	i
CCCCc1ccc(S(N)(=O)=O)cc1	i	-8.6	i	i	i	i	-0.7	11.2	i	i	i
NC(=O)c1ccccc1NC(=O)c1ccccc1Cl	i	-2.6	i	i	i	i	0.9	-2.5	i	i	i
CN1OC(COC(=O)c2ccc(Cl)cc2)CC1c1ccccc1 (stereo not drawn)	i	-10.2	i	i	i	i	-0.9	-24.7	i	100*	i
CCOC(=O)COc1ccc(C(=O)Nc2cccc(Cl)c2C)cc1	i	-4.5	i	i	i	i	-2.6	-1.7	i	i	i
